Bioassay records: PubChem, NCI
NCI-60 one-dose screen, 48 h, at 10 µM unless noted. Numbers give growth in % (100 = growth as untreated, 0 = no growth, -100 = all killed).
OVCAR-3: OVCAR-3 ovarian cancer | actives 7% (n = 79,000)
SF-295: SF-295 CNS cancer cells; actives 5.6% (n = 79,000)
SF-539: SF-539 CNS cancer | actives 6.8% (n = 81,000) | AID 1794752
DU-145: DU-145 prostate cancer | actives 4.2% (n = 81,000)
PC-3: PC-3 prostate cancer cells; actives 3.9% (n = 80,000); AID 1794754
OVCAR-8: OVCAR-8 ovarian cancer; actives 4.4% (n = 81,000)
SF-268: SF-268 CNS cancer cells; actives 3.1% (n = 82,000); AID 1794759
SNB-19: SNB-19 CNS cancer cells; actives 2.5% (n = 81,000); AID 1794751
U251: U251 CNS tumor cells; AID 1794753; actives 5.4% (n = 80,000)
* marks the source's active call; other numbers are inactive results; . = not tested or not shown; & = joins results of further samples; [ ] = dose if it differs, or a comment. The calls were made as follows: active = growth percent below 10; inactive = the rest. No enrichment for hits (roughly 10% active in at least one column).

compound	OVCAR-3	SF-295	SF-539	DU-145	PC-3	OVCAR-8	SF-268	SNB-19	U251
O=C(c1ccc(O)cc1)[C@@H]1CN[C@@]2(C(=O)Nc3ccccc32)[C@H]1c1ccc(F)cc1	117	101	94	111	89	99	98	93	102
CC1=C(CCN2CCN(c3ccccc3)CC2)C(=O)N2N=C(c3ccc(Cl)cc3)SC2N1 (configuration not stated)	110	99	93	104	105	105	104	95	94
CCOC(=O)c1c(Nc2ccc(S(=O)(=O)Nc3nccs3)cc2)nnc(-c2ccccc2)c1-c1ccccc1	120	101	117	114	.	102	112	108	99
C/C(=N/O)c1ccc(NC(=O)CSc2nnc(-c3cc(-c4ccc(C)cc4)nc4ccccc34)o2)cc1	91	85	95	101	57	75	81	87	84
CCOC(=O)C[C@@H]1C(=O)N2CC[C@@]3(C(=O)Nc4ccc(Br)cc43)[C@@H]2C[C@H]1C(=O)OCC	106	106	96	107	95	100	94	100	102
Cc1ccc(S(=O)(=O)Nc2cc(Sc3ccccc3)c(O)c3ccccc23)cc1	-5.0*	97	93	84	35	-0.7*	66	105	16
c1cc(OCCN2CCCCCC2)ccc1CNc1ccc2nc(CCC3CCCCC3)[nH]c2c1	77	79	73	70	50	66	70	79	45
O=C(CSc1nnc2n1N=C(c1ccc(Br)cc1)CS2)c1ccc(Br)cc1	104	99	93	85	63	84	83	82	82
CCCCC(O)Cn1ncc(C(=O)N/N=C\c2ccc(OC)c(OC3CCCC3)c2)c1N (configuration not stated)	.	97	95	102	84	90	104	100	95
CC(C)(C)C(Br)C(=O)Nc1ccccc1 (configuration not stated)	109	105	96	110	98	102	103	100	93
O=C(NCc1cn(Cc2cccc(Oc3ccccc3)c2)nn1)c1cccnc1Nc1ccccc1	42	50	55	60	44	63	61	67	42
CC(C)C(=O)Nc1cccc(C(=O)NC(=S)Nc2ccc(S(N)(=O)=O)cc2)c1	116[100 µM]	110[100 µM]	100[100 µM]	109[100 µM]	92[100 µM]	100[100 µM]	117[100 µM]	105[100 µM]	96[100 µM]

(continued)
compound	OVCAR-3	SF-295	SF-539	DU-145	PC-3	OVCAR-8	SF-268	SNB-19	U251
O=C(Nc1ccccc1S)c1ccccc1	112	100	104	111	89	105	103	100	95
Cc1ccccc1OC1=C(C#N)C(=N)N2C(=NN1)Sc1c(C)ccc(C)c12	109	111	97	113	97	101	110	125	105
COC1=C(C)C(=O)c2c(c(CCO)c3n2CCC3)C1=O	113	103	116	108	82	93	101	102	94
O=C(Nc1ccccc1Cl)c1ccc(NC2=C(Cl)C(=O)N(C3CCCCC3)C2=O)cc1	16[30 µM]	22[30 µM]	82[30 µM]	29[30 µM]	.	29[30 µM]	61[30 µM]	62[30 µM]	34[30 µM]
O=C(c1ccccc1)[C@H]1[C@@H]2CCCN2[C@]2(C(=O)Nc3ccc(F)cc32)[C@]12C(=O)Nc1ccccc12	84	98	90	94	66	89	90	91	80
Cn1c2ccccc2c2c3c(c4c5ccc(Br)cc5oc4c21)C(=O)NC3=O	106	95	88	104	77	96	96	94	96
Cc1cccnc1NC1OC(=O)c2ccccc21 (configuration not stated)	107	.	109	102	114	107	124	101	101
Oc1ccc(C(c2ccc(O)cc2)C(c2ccc(O)cc2)c2ccc(O)cc2)cc1	97	96	92	101	93	94	103	100	97
CC1(c2ccccc2O)NNC(=NCC(=O)c2ccccc2)N1C(Cc1c[nH]c2ccccc12)C(=O)O (configuration not stated)	91	99	94	103	60	79	91	95	87
O=C(CN1CCN(c2ccccc2)CC1)N1CCN(c2nnc(-c3ccc(Cl)cc3)c(-c3ccc(Cl)cc3)n2)CC1	64	.	60	76	27	68	65	82	60
Brc1ccc2[nH]c(-c3cn(Cc4ccccc4)c4ncccc34)nc2n1	94	105	104	107	89	98	96	95	94
c1ccc(CC2=NCCc3ccccc32)cc1	117	95	96	112	84	102	104	96	95

The list continues.
compound	OVCAR-3	SF-295	SF-539	DU-145	PC-3	OVCAR-8	SF-268	SNB-19	U251
FCOC(C(F)(F)F)C(F)(F)F	107	106	99	113	106	107	115	108	94
CC(C)CCn1cnc2c(=S)nc(N)[nH]c21	117	98	101	107	98	99	99	97	103
CC(=O)NC(CCCCNC(=O)CSCCNC(=O)CCNC(=O)[C@H](O)C(C)(C)COP(=O)(O)OP(=O)(O)OC[C@H]1O[C@@H](n2cnc3c(N)ncnc32)[C@H](O)[C@@H]1OP(=O)(O)O)C(=O)NC(Cc1ccc(O)cc1)C(=O)NCC(=O)NC(CCCNC(=N)N)C(=O)NC(CCCCN)C(=O)NC(CCCCN)C(=O)NC(CCCNC(=N)N)C(=O)NC(CCCNC(=N)N)C(=O)NC(CCC(N)=O)C(=O)NC(CCCNC(=N)N)C(=O)NC(CCCNC(=N)N)C(=O)NC(CCCNC(=N)N)C(=O)O (some centres not stated)	109[2.5 µM]	.	112[2.5 µM]	99[2.5 µM]	126[2.5 µM]	110[2.5 µM]	105[2.5 µM]	111[2.5 µM]	106[2.5 µM]
CCC(CC)C1OC(=O)C(C)O1 (configuration not stated)	124	94	111	117	97	102	117	109	98
CC(CCC(=O)O)C1CCC2C3C(O)CC4CC(O)CCC4(C)C3CC(O)C12C (configuration not stated) (tested in a mixture with another compound)	108	101	104	108	91	96	100	101	90
CN1C(=O)C(C2Sc3ccccc3NC2=O)SC1=S (configuration not stated)	47	111	124	79	82	.	78	106	102
Cc1ccc(-c2cc3c(nn2)-c2ccccc2C3=O)cc1	67	82	83	78	58	84	71	79	87
COc1cccc(N2CCN(C3=C(Cl)C(=O)c4ncccc4C3=O)CC2)c1	.	110	94	59	79	83	84	91	91
Cc1ccc(S(=O)(=O)NCCCNc2nccc(-c3cn(C(C)(C)C)nc3-c3ccc(Cl)c(O)c3)n2)cc1	100	111	100	88	56	98	78	99	88
CCCn1c2cc(OCc3cn(-c4ccc(Cl)cc4)nn3)ccc2c2ccnc(C)c21	59	82	87	96	71	50	95	81	47
c1ccc(-c2cc(=[N+]3CCOCC3)c3ccccc3o2)cc1	102	96	101	100	96	101	89	94	90
Cc1ccc(C2CC2Cc2ccc(F)cc2)cc1 (configuration not stated)	116	102	100	113	111	105	106	101	106

Next compounds:
compound	OVCAR-3	SF-295	SF-539	DU-145	PC-3	OVCAR-8	SF-268	SNB-19	U251
CNC(=O)Nc1ccn([C@@H]2O[C@H](CO)C(O[Si](C)(C)C(C)(C)C)[C@@H]2O[Si](C)(C)C(C)(C)C)c(=O)n1 (some centres not stated)	66	68	78	90	33	86	100	82	72
COc1cc2ncnc(Nc3ccc4c(cnn4C(=O)Nc4ccccc4)c3)c2cc1OC	96	100	86	89	99	103	97	95	.
Cc1ccc(C2CC(c3ccc(Nc4nc(NCCO)nc(N5CCOCC5)n4)cc3)=Nc3c(N)nc(N)nc3N2)cc1 (configuration not stated)	84	88	84	91	74	73	72	91	68
Cc1cc(C)nc(SCC(=O)Nc2ccc(-c3nc4ccc([N+](=O)[O-])cc4[nH]3)cc2)n1	92	103	100	102	94	96	97	89	99
CN1C(=O)CN2CCc3ccccc3C2c2cc(Cl)ccc21 (configuration not stated)	103	105	89	119	95	101	103	97	103
Cc1cccc(Nc2cc(N)nc(N)n2)c1	113	100	98	106	99	98	97	98	100
CC1CCC(C(O)(C(=O)c2ccccc2)c2ccccc2)C(=O)C1 (configuration not stated)	113	100	105	112	60	106	107	105	80
CC(=O)Nc1ccc(/C=C2\SC(=S)N(C=C(C#N)C#N)C2=O)cc1	101	111	93	108	89	104	93	108	94
O=C(O)C1C(c2ccccc2)=C1c1ccc(Br)cc1 (configuration not stated)	115	.	96	116	87	111	102	101	101
Cc1ccc(C2=NN(C)C(=O)C3(CCCC3)C2)cc1	110	101	103	107	102	102	98	105	103
O=C(Nc1ccc(OCc2ccc(Cl)cc2)cc1)Nc1ccc(Cl)c(C(F)(F)F)c1	29	-13*	7.9*	27	-7.4*	13	43	11	6.5*
c1ccc(OC[C@@H]2CN(Cc3ccc4[nH]ccc4c3)CCO2)cc1	105	100	94	106	56	96	97	93	86

Continued.
compound	OVCAR-3	SF-295	SF-539	DU-145	PC-3	OVCAR-8	SF-268	SNB-19	U251
COc1ccc(C(CCc2cc(OC)c(OC)c(OC)c2)NC(C)=O)cc1 (configuration not stated)	104	121	104	115	93	102	97	108	103
COc1ccc(-c2oncc2-c2cc3c(c(OC)c2)OCC(=O)N3)cc1	109	99	94	109	91	99	98	99	99
O=C(CN1C(=O)NC(c2ccccc2)(c2ccccc2)C1=O)c1ccc(Cl)cc1	81	84	105	103	51	49	97	86	86
Nc1cccc2cc(S(=O)(=O)O)ccc12	115	104	97	118	90	.	105	98	103
NS(=O)(=O)c1ccc(NC(=O)Cn2c(=S)n(-c3ccccc3)c(=O)c3ccccc32)cc1	102	93	97	105	98	96	97	96	91
Cc1ccccc1Cn1cc(F)c(=O)[nH]c1=O	111[50 µM]	98[50 µM]	101[50 µM]	111[50 µM]	100[50 µM]	98[50 µM]	98[50 µM]	98[50 µM]	98[50 µM]
COc1cc(/C=C2\NC(=O)NC2=O)ccc1O	122	110	115	117	97	103	108	107	96
C\C=C/C=N/N=C(N)\C(N)=N\N=C\C=C\C	110	121	112	108	82	124	105	105	110
CC1CC(C)(C)OC(c2ccc(C(C)C)cc2)O1 (configuration not stated)	113	108	107	103	103	100	104	107	114
O=S(=O)(Nc1ccc(Cl)cc1)c1ccc(-c2nnc(C3CCCCC3)o2)cc1	97	102	99	94	81	92	94	91	91
O=C(NC(C(=O)NO)c1ccc(-c2cc(F)c(F)c(F)c2)cc1)c1ccc(O)c(F)c1 (configuration not stated)	82	100	95	106	71	80	84	86	77
CC1=CC(=O)OC(C)(C)O1	116	102	105	113	100	101	102	106	97

A draw from above in order of length of the SMILES, ascending.
compound	OVCAR-3	SF-295	SF-539	DU-145	PC-3	OVCAR-8	SF-268	SNB-19	U251
Cc1ccc(C2CC2Cc2ccc(F)cc2)cc1 (configuration not stated)	116	102	100	113	111	105	106	101	106
Brc1ccc2[nH]c(-c3cn(Cc4ccccc4)c4ncccc34)nc2n1	94	105	104	107	89	98	96	95	94
CC(C)C(=O)Nc1cccc(C(=O)NC(=S)Nc2ccc(S(N)(=O)=O)cc2)c1	116[100 µM]	110[100 µM]	100[100 µM]	109[100 µM]	92[100 µM]	100[100 µM]	117[100 µM]	105[100 µM]	96[100 µM]
CC1=C(CCN2CCN(c3ccccc3)CC2)C(=O)N2N=C(c3ccc(Cl)cc3)SC2N1 (configuration not stated)	110	99	93	104	105	105	104	95	94

New compounds follow:
compound	OVCAR-3	SF-295	SF-539	DU-145	PC-3	OVCAR-8	SF-268	SNB-19	U251
Nc1nc(=S)c2ncn(C3OC(COP(=O)(O)O)C(O)C3O)c2[nH]1 (configuration not stated)	7.3*	20	26	23	29	14	28	96	47
O=C1CCCc2nc3ccccc3c(/C=C/c3ccc(Br)cc3)c21	100	82	88	74	84	79	74	81	74
NS(=O)(=O)c1ccc(Nc2nc(N/N=C/c3cccs3)nc(Nc3ccccc3)n2)cc1	.	76	65	60	77	71	84	92	93
Nc1ccc(O)c(O)c1O	116	102	102	114	96	105	111	109	100
O=C(Nc1c(Cl)cccc1Cl)Oc1ccc(Cl)cc1	111	99	109	114	.	108	105	120	.
O=C(OCCCCBr)c1ccccc1	107	91	93	113	91	100	101	97	93
COc1cc2c(cc1OC)C(c1c(-c3c(Cl)cccc3Cl)noc1C)=NCC2	95	.	113	103	88	102	96	101	102
CCCCCNC(=O)c1ccc(C)cc1	107	102	105	108	74	92	100	106	87
C=C1C(=O)O[C@H]2[C@H]1CC/C(COC(=O)NCc1ccccc1OC)=C\CC[C@@]1(C)O[C@@H]21	-1.4*	.	29	20	52	11	53	58	75
O=c1cc(Cn2cc(CSc3nc4ccccc4o3)nn2)c2ccc3ccccc3c2o1	115	108	106	109	107	101	98	104	106
CC1(C)C(=NO)C(C)(C)C1=NO	117	108	117	114	91	113	103	107	113
Cc1cccc[n+]1C	118&123	108&103	99&116	114&112	129&96	124&102	105&114	113&93	104&97

Going on with the list.
compound	OVCAR-3	SF-295	SF-539	DU-145	PC-3	OVCAR-8	SF-268	SNB-19	U251
O=C(Cc1ccc([N+](=O)[O-])cc1)NCCc1ccc2c(c1)OCO2	104	99	110	110	93	98	99	99	98
CC1=NN(c2ccccc2)C(=O)C1CCC#N (configuration not stated)	109	104	98	115	92	103	106	93	.
CCN=Cc1c(O)c(O)c(C(C)C)c2cc(C)c(-c3c(C)cc4c(C(C)C)c(O)c(O)c(C=NCC)c4c3O)c(O)c12	32	29	55	53	29	39	45	27	26
COc1ccc(CNc2nc3cc(C(F)(F)F)cnc3nc2C(=O)O)cc1	105	103	101	109	109	99	106	98	105
COC(=O)[C@@H](Cc1ccccc1)n1cc(COC(=O)c2cccc3c(=O)c4ccccc4[nH]c23)nn1	94	100	96	97	91	101	94	96	96
O=[N+]([O-])c1cccc(/C=N/Nc2nc(N/N=C/c3cccc([N+](=O)[O-])c3)nc(N3CCCCC3)n2)c1	56	72	93	70	49	51	76	88	71
Cc1ccc(/C=C2\Oc3cc(C)c(Cl)cc3C2=O)cc1	113	105	101	99	98	104	110	94	96
N=S(=O)(NC(=O)c1ccc(Cl)cc1Cl)c1ccc(Br)s1 (configuration not stated)	105	90	92	105	102	91	100	86	.
COc1cc2c(cc1OC)C1=NNC(=O)C1=NC(C)(C)C2	98	95	105	107	90	98	111	107	96
O=C1C2C3C=CC(O3)C2C(=O)N1/N=C/c1cccc2ccccc12 (configuration not stated)	103	101	100	115	101	97	103	108	106
Nc1ncc(-c2ccc(C(=O)O)cc2)nc1-c1ccc(C(F)(F)F)cc1	111	120	90	106	108	97	94	95	89
CC1=Cc2cc(Cl)ccc2OC12C=Cc1cc(Cl)ccc1O2 (configuration not stated)	.	106	100	116	105	102	104	92	99
COc1cc(-c2c(C#N)c(N)n(-c3nccs3)c(=O)c2C#N)cc(OC)c1OC	103	95	88	89	94	94	92	107	82
